# p-CIP stab down = p/CIP protein destabilization; AID 1984; F442A p/CIP-EGFP cells, EGFP fluorescence, 16 h; hit rate 0.01% among 290,000; decrease of EGFP signal, % at 10 µM;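 active = EGFP signal decrease of at least 30% at 10 µM or well 3 SD below plate mean, unless failing retest; inactive = the rest, including hits failing retest or dose response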; note: some compounds called inactive have numbers as strong as hits; many of its hits are not listed in these tables
# IDE cell activ = boosts human insulin-degrading enzyme activity in HEK cells. P14735. FAbeta-B cleavage, fluorescence polarization; 0% vehicle, 100% cell-free pure enzyme wells. activation, % at 5.96 µM. hit rate 0.073% among 340,000;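 active = activation above the mean of all tested compounds plus 3 SD, set per screening campaign, cut at about 17% in these data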
# PfM18AAP inh = PfM18AAP enzyme inhibition | recombinant PfM18AAP, H-Glu-NHMec fluorogenic cleavage | hit rate 1.2% among 290,000 | AID 1822 | inhibition, % at 7.35 µM;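 active = inhibition above the campaign mean inhibition over all tested compounds plus 3 SD, cut at about 28% in these data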;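 note: 0% = plate median of test compound wells and 100% = 2 mM ZnCl2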
# SUMO HTRF inh = blocks human SUMOylation mediated by UBC9; P63279; inhibition, % at 35 µM; hit rate 0.36% among 290,000; HTRF SUMOylation assay, SAE1/SAE2 + UBC9, in vitro; in the data active = inhibition above about 50%, passing the limit was not always enough; note: strong numbers were not always called active
# Target sequence (P63279 whole entry, looked up): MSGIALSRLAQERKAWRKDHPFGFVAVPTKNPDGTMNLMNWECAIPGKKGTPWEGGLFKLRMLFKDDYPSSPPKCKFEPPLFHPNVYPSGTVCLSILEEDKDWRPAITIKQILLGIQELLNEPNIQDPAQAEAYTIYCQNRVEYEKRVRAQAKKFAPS
# IMP-1 inhibitor = inhibitors of Pseudomonas aeruginosa IMP-1 metallo-beta-lactamase; inhibition, % at 5.6 µM; purified IMP-1, nitrocefin hydrolysis, epi-absorbance fluorescence; hit rate 0.45% among 290,000; AID 1556;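 active = inhibition above the mean plus 3 SD of all compounds in the same screening run, cut at about 4.5% in these data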;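 note: 0% = IMP-1 with DMSO and 100% = DMSO wells lacking enzyme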
#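 System: Purified recombinant IMP-1 metallo-beta-lactamase enzyme | Measured by: Fluorescence quenching readout, ex 480/em 530 nm | Replication: Singlicate | Incubation: 15 min preincubation plus 25 min reaction at 25 °C | Evaluation: Percent inhibition from optical density relative to buffer-blank wells | Benchmarks: DMSO with and without IMP-1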
# HCV NS3 hel inh = HCV NS3 helicase inhibition; inhibition, % at 10.9 µM; AID 1800; hit rate 0.56% among 290,000; NS3 helicase DNA unwinding, Cy5 molecular beacon fluorescence;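 active = inhibition above the mean of all tested compounds plus 3 SD, set per campaign, cut at about 35% in these data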;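 note: 0% = DMSO wells and 100% = thioflavine S control wells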
#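 Measured by: Cy5 fluorescence, 0 and 60 min reads / Assay system: NS3 helicase fragment of HCV / Control set: low DMSO, high thioflavine S at 110 µM / Times: 1 h reaction at 25 °C, ATP-initiated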
# IDE cell inh = inhibits human insulin-degrading enzyme in HEK cells; hit rate 0.41% among 320,000; FAbetaB cleavage, fluorescence polarization; AID 434962; inhibition, % at 5.59 µM; P14735;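 active = percent inhibition above the average of all tested compounds plus 3 SD, set per screening campaign, cut at about 16% in these data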;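 note: IDE supplied by intact live HEK cells; FP after avidin binding of uncleaved biotin substrate so inhibition keeps polarization high; 0% = DMSO wells and 100% = 60 µM reference IDE inhibitor Ii1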
# VIM-2 inh = blocks Pseudomonas aeruginosa VIM-2 metallo-beta-lactamase; purified VIM-2, nitrocefin hydrolysis, epi-absorbance fluorescence; inhibition, % at 5.6 µM; hit rate 0.89% among 290,000; AID 1527;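 active = inhibition above the mean of all tested compounds plus 3 SD, cutoff set per screening run, cut at about 7.5% in these data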;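 note: red hydrolysis product quenches plate fluorescence so inhibitors raise well fluorescence; 0% = enzyme with DMSO and 100% = DMSO without enzyme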
# FID counter = fluorescent intercalator displacement, NS3 helicase counter-screen; DNA fluorescent intercalator displacement, fluorescence; inhibition, % at 7.9 µM; hit rate 0.17% among 290,000; AID 1845; in the data active = inhibition above about 37%;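 note: 0% = vehicle and 100% = reference compound; higher means more ethidium bromide displaced from hairpin DNA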
# * = called active by the depositor; nt = not tested or not shown.
SMILES,p-CIP stab down,IDE cell activ,PfM18AAP inh,SUMO HTRF inh,IMP-1 inhibitor,HCV NS3 hel inh,IDE cell inh,VIM-2 inh,FID counter
COc1ccc(S(=O)(=O)NCc2ccccn2)c(Cl)c1Cl,-15.3,0.7,4.0,-7.9,-2.8,2.8,1.9,-3.4,-5.6
O=S(=O)(Nc1ccc(S(=O)(=O)N2CCCCCC2)cc1)c1cccs1,-6.4,1.9,4.2,11.9,-4.1,11.6,4.7,-1.4,-9.5
COCCNC(=O)Cn1nc(C)c2ccccc2c1=O,-2.5,-1.1,2.5,12.5,-0.5,-2.7,1.5,-2.6,0.0
CCN(CC)C(=O)c1sc2nc(-c3ccc(OC)cc3)cn2c1C,-6.6,6.9,-3.2,18.8,-2.2,-7.8,-4.5,-0.3,-29.8
COc1ccc(CCNC(=O)CC2COc3ccccc3O2)cc1OC (stereo not given),3.0,2.8,-2.5,-9.5,-3.0,-6.0,-2.3,-1.4,-13.1
Cc1oc2c(C)c3oc(=O)c(CC(=O)N[C@@H](CC(C)C)C(=O)N[C@@H](Cc4ccccc4)C(=O)O)c(C)c3cc2c1C,-11.6,1.3,-19.9,25.5,-1.3,-30.8,-0.4,2.6,-21.8
COCCCNC(=O)CSC1=Nc2ccccc2C2=NC(CC(=O)NCc3ccccc3)C(=O)N12 (stereo not given),-18.8,5.6,5.0,6.9,-1.9,-1.3,-0.8,-3.5,-16.4
O=C(N/N=C/c1ccco1)c1cc(-c2cccc(Br)c2)nc2ccccc12,-10.3,-0.2,4.7,5.0,-1.6,-0.2,2.3,-3.5,-12.8
Cc1ccc(C(c2nnnn2C(C)(C)C)N2CCC(C)CC2)cc1 (stereo not given),-12.0,-0.5,1.1,13.9,-4.6,-6.2,1.2,-2.2,-21.2
CCSc1nnc(-c2cccnc2)n1-c1ccc(Cl)c(C)c1,-1.7,-16.8,5.8,26.0,-4.2,-8.6,11.0,0.1,-30.5
Cc1nc(NC(=O)c2c(-c3ccccc3Cl)noc2C)sc1C,-6.8,-0.1,-18.0,10.5,0.6,-5.2,-10.3,0.5,-33.5
CCOC(=O)c1c(C)[nH]c2cc(Br)c(OC)cc12,2.0,1.5,1.8,-4.0,-2.9,-1.9,-1.2,-1.2,2.3
Nc1nnn(CC(=O)N/N=C/c2ccccc2Cl)n1,7.8,nt,-2.2,8.0,-4.8,5.4,3.8,-4.4,-3.1
CC12CCC(C(=O)NNC(=O)c3ccc(F)cc3)(OC1=O)C2(C)C (stereo not given),-6.6,8.8,-5.5,0.6,-0.5,-3.6,1.9,1.1,-1.7
COC(=O)Cn1c(C)c(/C=C/c2cc[n+](C)cc2)c2ccccc21,-50.3,-9.6,0.8,14.9,1.5,-2.6,nt,4.8,9.9
Cc1cccc(N2C(=O)c3cccc4c(N5CCCCC5)c([N+](=O)[O-])cc(c34)C2=O)c1C,-2.9,4.5,4.6,5.4,-3.8,-1.4,5.8,0.1,-3.8
COc1ccc(/C=C(\C#N)C(=O)OCC(=O)Nc2c(C)cccc2C)cc1,-16.8,3.2,4.5,22.8,-5.0,1.0,-5.7,-5.5,-1.1
CCn1c(=O)[nH]c(=O)c2c(N)c(C(=O)c3cc(F)ccc3F)sc21,-1.0,-0.7,4.5,-17.8,-2.6,0.2,-5.5,5.0,-13.7
Cc1ccc2[nH]c(=O)c(CN(c3cccc(C)c3C)S(=O)(=O)c3ccccc3)cc2c1,-20.2,2.6,10.2,-4.3,-4.4,4.3,2.1,-2.5,-17.0
COc1ccc(C(=O)c2ccccc2Cl)cc1OC,0.8,3.0,-3.0,-1.1,-3.0,-17.2,-4.4,-3.5,-2.7
CCSc1nnc(-c2ccccc2NC(=O)CC)c(=O)[nH]1,4.4,0.3,-14.5,18.4,-1.5,-1.6,-2.8,-0.8,-3.0
CCC(CO)NCc1sccc1C (stereo not given),1.6,5.0,-2.6,4.2,-0.6,-1.8,5.3,-1.8,-6.9
Cc1cc(-c2ccc(S(=O)(=O)N(C)Cc3ccccc3)cc2)on1,-16.2,-2.7,-5.0,14.9,0.3,16.4,5.7,-2.2,-17.2
Cc1ccc(S(=O)(=O)N2CCN(C(=O)c3ccc([N+](=O)[O-])cc3)C2)cc1,17.0,5.5,4.0,-16.0,-2.3,-2.1,7.5,-1.9,-8.8
COc1ccc(NC(=O)C(=O)NCC(=O)Nc2cccc(C(F)(F)F)c2)cc1,-15.9,4.1,-4.5,2.3,-0.4,2.5,6.5,-0.5,1.6
Cc1cc2c(cc1C)N(C(=O)CSc1nncn1C)C(C)(C)c1ssc(=S)c1-2,-3.3,7.1,27.8,-5.2,-5.3,-3.6,1.9,-1.0,-16.6
Nc1nc(NCc2ccco2)nc(N2CCCC2)c1[N+](=O)[O-],-4.0,-0.5,-7.1,16.2,0.9,5.1,2.7,0.0,-2.5
O=C(NC1CCCN(c2ccc(C(F)(F)F)cn2)C1)c1ccnc(Cl)c1 (stereo not given),-1.6,-2.1,1.1,7.4,-1.0,-1.4,4.8,-0.1,-7.5
CCC(C)(O)c1[nH]c2ccc(C(=O)OC)cc2c1C (stereo not given),5.6,1.6,0.3,27.3,-4.9,8.4,0.9,-3.2,-11.2
Cc1ccc(S(=O)(=O)NCC(=O)N(CC2CCCO2)C(C(=O)NC2CCCCC2)C(C)C)cc1 (stereo not given),3.5,3.2,6.5,0.2,-0.7,9.1,3.6,-0.7,-44.6

# Compound profiles, from the list above. Values in the order: p-CIP stab down	IDE cell activ	PfM18AAP inh	SUMO HTRF inh	IMP-1 inhibitor	HCV NS3 hel inh	IDE cell inh	VIM-2 inh	FID counter
# `O=C(N/N=C/c1ccco1)c1cc(-c2cccc(Br)c2)nc2ccccc12` as listed: -10.3	-0.2	4.7	5.0	-1.6	-0.2	2.3	-3.5	-12.8
# `Cc1ccc(C(c2nnnn2C(C)(C)C)N2CCC(C)CC2)cc1` (stereo not given) as listed: -12.0	-0.5	1.1	13.9	-4.6	-6.2	1.2	-2.2	-21.2

# The list goes on:
SMILES,p-CIP stab down,IDE cell activ,PfM18AAP inh,SUMO HTRF inh,IMP-1 inhibitor,HCV NS3 hel inh,IDE cell inh,VIM-2 inh,FID counter
CCCNC(=O)CCn1c(-c2ccc(C)cc2)cc(C(=O)OCC)c1C,-10.2,2.6,-8.5,2.4,0.3,-0.5,2.4,1.1,-22.0
Cc1ccc(OCC(=O)N/N=C\c2ccco2)c(C)c1,8.2,-0.2,6.9,23.3,-1.0,6.4,8.0,-0.9,-12.1
O=C(NCc1ccccc1)N1CCC(n2cnc3cc(F)ccc32)CC1,-0.4,6.0,10.2,-4.4,0.2,4.0,-4.7,-1.8,-4.8
CC(C)CC(=O)N1CCN(CC2CC=CCC2)CC1 (stereo not given),-2.4,0.5,-5.7,8.1,-1.9,-0.5,5.2,0.9,0.9
CN(C(=O)CSc1nc(O)cc(=O)n1C1CCCC1)c1ccccc1,-1.7,-4.7,-23.7,1.8,1.7,33.3,-0.7,3.2,-38.0
COc1cc(NC(=O)N2c3ccccc3Sc3ccccc32)c(C(=O)O)cc1OC,2.7,-5.2,9.4,-8.7,-0.7,-7.0,4.5,-1.0,2.6
CCOc1ccc(NC(=O)N2CCC(n3nnc4ccccc43)CC2)cc1,-10.7,-3.0,4.8,12.4,0.3,-5.4,4.4,2.3,-16.7
COc1cccc2c1Oc1ncccc1N(C(=O)CCC(=O)NCc1ccccc1)C2,3.1,8.0,-2.4,9.1,-2.0,1.5,-0.2,0.4,-43.8
Cc1nc2ccccc2c2oc(C(=O)N3CC(C)CC(C)C3)cc12 (stereo not given),4.9,3.6,3.4,6.5,-0.1,-4.5,3.3,9.8*,-28.6
COc1cc(CC(NC(C)=O)C(=O)NC2CCN(C(=O)C3CC3)CC2)cc(OC)c1 (stereo not given),-14.2,0.4,-14.0,6.9,-2.8,7.9,7.5,-3.2,-1.3
Cc1cc(S(=O)(=O)N2CCc3ccccc3C2)ccc1F,-3.7,2.5,1.0,4.7,-3.5,7.6,1.5,-0.8,-14.2
CC(C)[C@H]1CN=C2N(C[C@H](C)NC(=O)CCC3CCCCC3)[C@H](Cc3ccc(O)cc3)CN21,-10.9,1.9,nt,1.8,nt,nt,-1.4,nt,nt
CCOC(=O)c1sc(NC(=O)Cc2c(F)cccc2Cl)nc1C,13.4,0.2,-10.9,-10.8,-1.7,1.1,4.9,-0.4,-0.5
CCCCNC(=O)c1cc(C)nn1-c1ccccc1,-8.5,7.1,-9.6,18.9,-1.9,-12.3,6.5,-2.5,-3.6
CCOP(=O)(OCC)C(Nc1ccc([N+](=O)[O-])cc1)c1ccc(Cl)cc1 (stereo not given),-7.8,-3.4,-11.1,4.4,-0.7,0.8,-4.7,2.3,-9.0
COc1ccc(OCC(=O)Nc2ccc(S(=O)(=O)Nc3cc(C)nc(C)n3)cc2)cc1,-14.8,-5.0,-0.8,15.1,-3.9,-3.2,-0.9,-2.3,-2.6
O=C(NCCCCc1ccccc1)c1ccc(Br)o1,-9.0,4.2,9.8,-2.2,-2.9,-1.7,6.9,-1.9,-14.8
CC1CN(C(=O)c2cccs2)CC(C)O1 (stereo not given),-8.0,0.6,-2.5,13.1,-2.5,-0.4,-1.4,-3.5,-4.7
Cc1nn(-c2ccccc2)c(Cl)c1/C=N/NC(=O)OC(C)(C)C,-13.3,-0.3,1.5,3.5,-1.4,-6.4,4.6,-2.4,-15.0
O=C(NC1=C(Nc2ccc(F)cc2)C(=O)c2ccccc2C1=O)c1ccc(Cl)cc1,-7.0,7.9,-0.5,2.8,-0.8,-2.0,-7.1,0.3,13.2
Cc1ccc(C)c2[nH]c(=O)c(CCNC(=O)Cc3cccs3)cc12,-13.4,4.2,0.3,14.9,-1.8,-3.5,-6.8,-4.2,-7.2
COC(=O)c1ccc(NC(=O)CSc2nncn2C)cc1,-15.0,2.1,4.5,13.0,-0.6,-9.9,0.7,-0.5,3.2
Cc1nnc2c(-c3ccccc3)nc3ccccc3n12,0.7,0.5,9.0,14.2,-2.6,-5.3,-2.5,-0.5,2.5
COc1ccc(C(=O)Nc2ccc(NS(=O)(=O)c3ccccc3)cc2)cc1OC,-2.3,3.5,-0.8,-5.5,-0.7,-10.9,-1.5,0.7,-14.7
O=c1c2ccccc2nc2ccc(NCc3cccs3)nn12,-5.1,0.8,-3.5,21.3,-2.9,-0.3,2.1,-1.1,0.8
COc1ccc(NC(=O)C2CCCN2S(=O)(=O)c2ccc3c(c2)CC(C)N3C(C)=O)cc1OC (stereo not given),4.0,-1.1,0.0,1.3,-3.9,2.1,6.3,-1.5,-30.5
Cc1ccc2[nH]c(=O)c(C(c3nnnn3Cc3ccccc3)N3CCc4ccccc43)cc2c1 (stereo not given),-18.1,-0.9,-1.4,17.8,-0.7,5.4,-1.5,0.1,-1.6
CCc1sc(C(=O)Nc2nc(C)cs2)cc1C,-3.7,-8.2,15.5,2.9,-2.3,-10.5,nt,-2.9,-5.5
O=C(COC(=O)c1ccc(-c2nnc(-c3ccccc3)o2)cc1)c1ccccc1,-9.0,1.8,4.3,7.8,-1.4,-0.2,2.5,-3.0,0.6

# Bioassay records: PubChem, several laboratories
